COUP-TFII inh: blocks human COUP-TFII nuclear receptor; inhibition, % at 8.6 µM; 370,000 tested, 0.7% active; HEK293T NGFI-A luciferase reporter, luminescence; AID 686940;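 active = inhibition above a per-plate cutoff, mean inhibition of test wells between control levels plus 3 SD, cut at about 38% in these data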;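 also: cells cotransfected with COUP-TFII expression vector driving the NGFI-A reporter; 0% = median of COUP-TF2 test wells and 100% = reporter-only cells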
SRC1 inh: inhibits human SRC1 coactivator; HEK293 GAL4-SRC1 luciferase reporter, luminescence; inhibition, % at 3.6 µM; Q15788; 360,000 tested, 0.12% active;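 active = inhibition above the campaign mean plus 3 SD, with each screening campaign given its own cutoff, cut at about 60% in these data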;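 also: 0% = DMSO treated cells and 100% = gossypol at 36 µM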
TROY NFkB inh: blocks TROY-dependent signaling in reporter cells. Q293 LMP1-TROYcd NF-kB luciferase reporter, 4 h. inhibition, % at 10 µM. 360,000 tested, 0.98% active. AID 1347056;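 active = compounds whose plate-normalised and pattern-corrected inhibition of the luciferase reporter signal at the single screening dose is 50% or more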
LMP1 NFkB inh: inhibitors of Epstein-Barr LMP1-induced NF-kappaB reporter. LMP1-induced NF-kappaB luciferase reporter cells, luminescence. inhibition, % at 12.5 µM. 350,000 tested, 0.69% active. AID 504558; in the data active = inhibition above about 41%; inconclusive = no clear call, values can overlap the other calls;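 also: 0% = neutral control wells and 100% = reference inhibitor control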
C8 TRAIL sens: caspase-8 TRAIL sensitization; NB7+C8 cells + TRAIL, ATPlite viability luminescence; 360,000 tested, 1% active; inhibition (viability loss, TRAIL sensitization), % at 10 µM;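 active = compounds causing at least 50% loss of cell viability in the single-dose screen, relative to plate controls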
SRC3 inh: human NCOA3 inhibition; Q9Y6Q9; HEK293 GAL4-SRC3 luciferase reporter, luminescence; inhibition, % at 3.6 µM; 360,000 tested, 0.17% active; AID 588352;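 active = inhibition above a per-campaign cutoff, the mean of all compounds plus 3 SD, cut at about 60% in these data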;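 also: 0% = DMSO-treated cells and 100% = gossypol-treated cells at 36 µM; higher means less SRC3-driven luciferase light from the GAL4 reporter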
SRC2 inh: human SRC2 (NCOA2) inhibition | inhibition, % at 9 µM | Q15596 | HEK293 GAL4-SRC2 luciferase reporter, luminescence | 370,000 tested, 0.17% active;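 active = inhibition above the mean inhibition of all tested compounds plus 3 SD, set per campaign, cut at about 52% in these data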;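 also: 0% = DMSO treated cells and 100% = cells given Gossypol at 36 µM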
Vif imaging: HIV Vif inhibition. HEK293T cells, Vif self-association by quenched fluorescence, imaging, 24 h. inhibition, % at 7.49 µM. 340,000 tested, 0.35% active. AID 602346; in the data active = inhibition above about 50%, passing the limit was not always enough; inconclusive = no clear call, values can overlap the other calls; inactive = below about 31%; also: some results filed as inactive read as strong as hits
LRH-1 inv ag: suppresses constitutive activity of human LRH-1. inhibition, % at 3.6 µM. AID 602396. 360,000 tested, 0.13% active. O00482. HEK293T StAR-luciferase reporter, LRH-1 transfected, 24 h;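 active = inhibition above the mean inhibition of all tested compounds plus 3 SD, cut at about 73% in these data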;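 also: 0% = DMSO wells and 100% = reporter-only cells lacking LRH-1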
NOD2 RIPK2 PPI: inhibitors of human NOD2-RIPK2 interaction; O43353; 360,000 tested, 0.38% active; inhibition, % at 4.98 µM; CHO BLA complementation NOD2-RIPK2, CCF4 ratio; in the data active = inhibition above about 21%;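 also: 0% = vehicle only and 100% = reference blocker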
TLR9-MyD88 block: TLR9-MyD88 interaction inhibition; Q9NR96+Q99836; CHO BLA complementation TLR9-MyD88, CCF4 FRET ratio; inhibition, % at 4.98 µM; 340,000 tested, 0.21% active;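 active = inhibition above the mean over all tested compounds plus 3 SD, cut at about 21% in these data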;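 also: 0% = DMSO only wells and 100% = clavulanate BLA inhibitor control wells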
Target sequence (Q99836 whole entry, looked up): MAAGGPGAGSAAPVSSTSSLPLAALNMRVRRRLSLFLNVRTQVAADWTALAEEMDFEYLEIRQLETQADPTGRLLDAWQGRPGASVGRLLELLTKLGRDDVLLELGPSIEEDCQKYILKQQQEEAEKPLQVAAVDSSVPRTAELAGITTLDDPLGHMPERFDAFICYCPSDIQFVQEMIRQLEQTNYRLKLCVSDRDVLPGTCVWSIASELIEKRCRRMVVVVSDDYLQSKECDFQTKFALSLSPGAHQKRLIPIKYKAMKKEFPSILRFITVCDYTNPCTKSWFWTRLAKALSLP
Target sequence (Q9NR96 whole entry, looked up): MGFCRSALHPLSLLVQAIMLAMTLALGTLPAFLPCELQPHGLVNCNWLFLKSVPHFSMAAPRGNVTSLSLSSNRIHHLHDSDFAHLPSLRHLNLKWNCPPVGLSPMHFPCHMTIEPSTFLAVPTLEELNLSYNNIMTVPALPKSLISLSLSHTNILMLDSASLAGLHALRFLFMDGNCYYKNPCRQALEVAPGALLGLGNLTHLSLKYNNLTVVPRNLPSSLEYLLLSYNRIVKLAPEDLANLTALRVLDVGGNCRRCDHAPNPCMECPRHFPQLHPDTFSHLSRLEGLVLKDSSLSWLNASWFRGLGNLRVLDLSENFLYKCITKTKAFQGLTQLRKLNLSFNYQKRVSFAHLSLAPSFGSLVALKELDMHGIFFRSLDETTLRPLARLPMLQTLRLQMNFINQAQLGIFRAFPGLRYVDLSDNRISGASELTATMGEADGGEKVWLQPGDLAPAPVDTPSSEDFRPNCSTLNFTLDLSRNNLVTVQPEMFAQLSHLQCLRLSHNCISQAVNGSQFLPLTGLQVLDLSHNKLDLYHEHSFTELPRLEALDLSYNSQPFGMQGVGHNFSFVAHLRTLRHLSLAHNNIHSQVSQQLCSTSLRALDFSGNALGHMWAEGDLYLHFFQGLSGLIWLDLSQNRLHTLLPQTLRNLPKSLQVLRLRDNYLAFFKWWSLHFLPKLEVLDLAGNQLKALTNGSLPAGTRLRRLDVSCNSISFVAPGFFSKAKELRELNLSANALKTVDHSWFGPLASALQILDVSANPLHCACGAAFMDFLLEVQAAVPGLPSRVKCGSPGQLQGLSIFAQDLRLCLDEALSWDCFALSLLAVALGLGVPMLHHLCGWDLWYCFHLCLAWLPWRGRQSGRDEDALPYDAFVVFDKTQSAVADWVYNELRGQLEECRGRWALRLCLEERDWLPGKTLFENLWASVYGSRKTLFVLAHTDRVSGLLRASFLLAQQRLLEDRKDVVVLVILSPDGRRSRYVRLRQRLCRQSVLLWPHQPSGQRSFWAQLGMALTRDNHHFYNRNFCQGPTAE
* hit, by the source's call; ? = inconclusive; . = no result given.

SMILES | COUP-TFII inh | SRC1 inh | TROY NFkB inh | LMP1 NFkB inh | C8 TRAIL sens | SRC3 inh | SRC2 inh | Vif imaging | LRH-1 inv ag | NOD2 RIPK2 PPI | TLR9-MyD88 block
COC(=O)c1ccc(NC(=O)COC(=O)C2CCC2)cc1 | -5 | 23 | -33 | -5 | -3 | 19 | -55 | . | -5 | -4 | 1
CO[C@@H]1CN(C)C(=O)c2cc(NC(=O)C3CC3)ccc2OC[C@H](C)N(C(=O)CN2CCOCC2)C[C@@H]1C | -16 | . | . | . | 18 | . | 7 | . | 6 | 4 | .
C(=N\n1cnnc1)/c1ccc2c(c1)OCO2 | 11 | -16 | -11 | -10 | 0 | -4 | -3 | 2 | 8 | -2 | 0
COc1cc(C2c3cc4c(cc3OC(N3CCCC3)C2C)OCO4)cc(OC)c1O (centres undefined) | -4 | -4 | 14 | 0 | 0 | -5 | -13 | 5 | -20 | -6 | -3
CC1(C)CN(c2cccc(C#N)c2)C1=O | 3 | -22 | 9 | -2 | -3 | 8 | -11 | -1 | 17 | 4 | -5
COc1cc(C(=O)N/N=C/c2ccc(OC(=O)c3ccccc3Cl)c(OC)c2)ccc1O | . | -8 | 36 | -6 | 19 | 12 | . | -6 | -13 | 2 | -7
COc1ccc(CCNC(=O)CN(C2CCCCC2)S(C)(=O)=O)cc1 | -3 | -5 | -11 | -5 | -6 | -20 | 7 | -3 | -4 | -9 | 5
COc1cccc(COCCN2CCN(S(=O)(=O)c3ccc(C)cc3)CCC2=O)c1 | 12 | -10 | -3 | -10 | -5 | -4 | 8 | -2 | 8 | 0 | 1
Cc1ccc(S(=O)(=O)Nc2cc(C(C)C)c(O)cc2C)cc1 | -2 | -1 | 22 | -1 | 2 | 10 | -7 | -3 | -2 | -3 | -13
Cc1ccc(NC(=O)c2cn(CCC#N)nc2-c2cccs2)c([N+](=O)[O-])c1 | 0 | -11 | -4 | 6 | -6 | 4 | -25 | 2 | 24 | -1 | 1
CCOC(=O)C1CCCN(C(=O)c2ccccc2NS(=O)(=O)c2ccc(F)cc2)C1 (centres undefined) | 4 | 5 | 1 | 5 | -12 | 4 | -13 | 0 | 31 | -2 | -15
Cc1cccc(N2CCN(C(=O)C3CCCN(S(=O)(=O)c4c(C)noc4C)C3)CC2)c1C (centres undefined) | 23 | 9 | 14 | 3 | 0 | -14 | -6 | 1 | -51 | 8 | 2
Cc1nc(C(=O)O)sc1C1(C)CC(c2cccc([N+](=O)[O-])c2)=NO1 (centres undefined) | -7 | -11 | -1 | -2 | -16 | -4 | -6 | . | -1 | 4 | 2
Cc1cccc(NC(=O)CSc2nnc(CNC(=O)c3ccco3)o2)c1C | -10 | 2 | 11 | -6 | -10 | 24 | -27 | -2 | 9 | -8 | -4
O=C(Nc1cccc(S(=O)(=O)N2CCOCC2)c1)c1ccco1 | 10 | 12 | 19 | -3 | -12 | -11 | 21 | 1 | 2 | 4 | 8
Cc1ccc(-c2nn(CCC(=O)Nc3cccnc3)c(=O)c3ccccc23)cc1 | 2 | 15 | 13 | . | -8 | 27 | 12 | -1 | 5 | -6 | .
COc1ccc(N2CCN(C(=O)c3ccc(OCc4c(C)noc4C)c(OC)c3)CC2)cc1 | 10 | -6 | 4 | -5 | 6 | 1 | -27 | -3 | -7 | -11 | -6
Cc1c2cnn(CC(=O)NCCCN3CCCCC3C)c(=O)c2c(C)n1Cc1ccccc1 (centres undefined) | -7 | -27 | -1 | -16 | 6 | -2 | -1 | -9 | -3 | -8 | 1
COc1cc(OC)cc(C(=O)OCC(=O)N2CCCC2)c1 | -7 | 22 | -11 | 1 | -5 | 21 | -11 | -1 | -27 | 1 | -16
COc1ccc(N(CC(=O)N2CCCCC2)S(=O)(=O)c2ccccc2)c(OC)c1 | 17 | -26 | 6 | 15 | -7 | -19 | -11 | . | 2 | -1 | -1
CCCCOC(=O)Cn1c(=N)n(CCN(CC)CC)c2ccccc21 | -13 | 3 | -9 | 0 | -2 | -7 | -4 | -7 | -13 | -9 | -17
CCn1c(SCC(=O)N/N=C(\C)c2ccncc2)nnc1-c1ccccc1 | 8 | 7 | 3 | 6 | 2 | 4 | -22 | -30 | 4 | -3 | -12
COc1ccc(NC(=O)c2cc(-c3ccc(F)cc3OC(C)C)n[nH]2)cn1 | -4 | -9 | -13 | . | 0 | -4 | 1 | 6 | 12 | 4 | .
Cc1cc(C)n(CCNC(=O)C2CCC(=O)N(CCc3cccc(F)c3)C2)n1 (centres undefined) | -14 | 4 | -7 | -3 | -7 | 25 | -29 | 6 | 11 | -4 | 3
N#Cc1nc(COc2ccc(Br)cc2)oc1NCCN1CCOCC1 | -6 | -23 | -9 | 3 | -4 | 8 | -9 | -6 | -2 | -1 | 1
O=C(Cn1cnc2ccccc21)NC(c1ccccc1)c1ccccc1 | 4 | 0 | -13 | -2 | 1 | -10 | -19 | -2 | 6 | -1 | -4
COc1cccc(C(=O)NNC(=O)C(=O)N2CCCCC2)c1 | 3 | -10 | -5 | -2 | -6 | 10 | -21 | 3 | -12 | 7 | 0
S=c1[nH]nc2c3c4c(sc3ncn12)CCCC4 | -3 | 6 | 3 | -13 | 10 | 0 | 0 | -1 | -7 | 1 | 5
Cn1c(C(=O)N2CCCc3ccccc32)cc2sccc21 | -23 | -5 | -44 | -14 | -18 | -18 | -20 | . | 10 | -8 | -18
CN(c1ccccc1)S(=O)(=O)c1cccc(NC(=O)c2cc3ccccc3oc2=O)c1 | -25 | -51 | -46 | -10 | -11 | -109 | -38 | -7 | -81 | -15 | -7
COC(=O)C1=CN(c2ccc3c(c2)OCO3)C(N)=C(C#N)C1c1cccc(F)c1 (centres undefined) | 1 | . | . | . | 4 | . | -1 | . | 1 | 0 | .
CC(C)C[C@H](NC(=O)C1CCN(S(=O)(=O)c2ccccc2)CC1)C(=O)NCc1cccnc1 | -3 | 0 | 0 | -2 | -5 | 3 | -15 | -7 | -4 | -2 | 3
CCn1c(CSCc2ccc(C)cc2)nnc1SCC(=O)N1CCN(c2ccccc2)CC1 | 18 | -8 | 5 | 14 | 1 | 4 | 3 | ? | 10 | 6 | 3
CN(C)c1ccnc2sc(C(=O)c3ccccc3)c(N)c12 | -30 | -107 | -46 | -18 | 21 | -112 | -58 | -9 | -95 | 1 | 9
Cc1nc(C)c(C(=O)Nc2ccc(Oc3ccccc3)cc2)o1 | 17 | -2 | 2 | 2 | 20 | -5 | -3 | -6 | -29 | -4 | -3
COc1cccc(C(=O)NC(=S)Nc2ccc3c4c(cccc24)CC3)c1 | -20 | -13 | -33 | -25 | -21 | -11 | 7 | -7 | -2 | -9 | -7
CCc1ccc(NC(=S)N2CCN(S(=O)(=O)c3ccccc3)CC2)cc1 | -10 | -30 | 9 | -1 | 12 | 0 | 7 | 11 | 6 | -2 | -12
COc1ccc(NC(=O)NCc2cccn2C)c(OC)c1 | 2 | -26 | . | -5 | -2 | -21 | -1 | -4 | 13 | -13 | -2
CC(O)CNC(=S)Nc1ccccc1 (centres undefined) | -15 | 5 | -7 | 5 | 14 | -6 | -32 | -3 | 5 | 2 | -17
CSC1=C(C#N)C(c2ccccc2Cl)C2=C(N1)c1ccccc1C2=O (centres undefined) | 8 | 7 | -12 | 4 | 3 | -4 | 2 | 7 | 28 | 5 | -1
CC(C)C(C(=O)O)N1C(=O)/C(=C/c2cccn2C)SC1=S (centres undefined) | 14 | 9 | -18 | 4 | 1 | 16 | -18 | 3 | -12 | -2 | 1
O=[N+]([O-])c1ccc(S(=O)(=O)Nc2ccc(S(=O)(=O)N3CCCC3)cc2)cc1 | 2 | 7 | 8 | -5 | 9 | 6 | -5 | 5 | -2 | -1 | -3
Cc1cccc(OC(=O)CCN2C(=O)C3C4C=CC(C5CC45)C3C2=O)c1C (centres undefined) | -3 | 9 | -2 | 2 | -9 | 1 | 14 | -8 | 9 | 0 | -7
CC(OC(=O)c1ccccc1NCCO)C(=O)Nc1ccc(S(=O)(=O)N2CCOCC2)cc1 (centres undefined) | -23 | -23 | -8 | 4 | -10 | -11 | -32 | -4 | 10 | 0 | 5
Cc1cc(C[n+]2cc(Cl)ccc2N)c2ncccc2c1 | -4 | 17 | -8 | 7 | 3 | 16 | 20 | 6 | 17 | -12 | 9
COC(=O)c1c(NC(=O)CSc2nnnn2-c2ccccc2)sc2c1CCC(C(C)(C)C)C2 (centres undefined) | 28 | 2 | -7 | 1 | -5 | 11 | -11 | -2 | -24 | 5 | 4
O=C(Cc1c(F)cccc1Cl)NC1CCN(Cc2ccccc2)CC1 | 7 | -12 | -21 | 4 | 14 | 6 | -6 | -12 | 9 | 8 | 0
Cc1c(C(=O)OC(C)C)[nH]c2c1C(=O)CC(C)(C)C2 | 12 | -2 | -1 | 8 | 14 | 18 | 9 | -6 | -26 | -19 | -40
CC1CCc2cc(F)cc3c(O)c(C(=O)NCc4ccco4)c(=O)n1c23 (centres undefined) | -14 | -7 | 30 | -7 | -10 | 2 | 5 | 12 | -18 | -11 | 11
Cc1ccc(OCC(=O)Nc2ccc3c(c2)OCO3)c([N+](=O)[O-])n1 | -32 | -94 | -36 | -18 | 4 | -34 | -54 | 5 | -74 | -2 | 1
COc1ccccc1C(=O)N(CN1CCCC1=O)c1cccc(Cl)c1 | 13 | 9 | 9 | 6 | 9 | 2 | 14 | -16 | 15 | 6 | -6
Cc1[nH]c2ccccc2c1C(=O)CN1CCC(C)CC1 | -5 | -2 | 14 | -4 | 10 | 13 | -29 | 6 | 20 | -3 | 9
CC1(C)Cc2c(cnn2-c2cccc(F)c2)C(NC(=O)CSc2ccccn2)C1 (centres undefined) | 1 | -4 | 6 | 2 | -7 | 5 | 7 | -1 | 4 | 8 | -5
CSc1ccccc1NC(=O)c1cc(Cl)sc1Cl | 3 | -12 | -16 | 1 | 7 | 13 | -2 | -5 | 1 | -6 | -4
CN1CCN(c2ncnc3c2ncn3[C@H]2CN(Cc3ccncc3)C[C@@H](CO)O2)CC1 | 13 | -2 | -17 | . | 8 | -4 | -20 | -2 | 4 | -1 | .
O=C(O)c1ccc(/C=N/Nc2nc(N3CCCCC3)nc(N3CCCCC3)n2)cc1 | -12 | 1 | -11 | 0 | -10 | 10 | -7 | 2 | -6 | -6 | 0
O=C(COn1nnc2ccc(C(F)(F)F)cc21)Nc1nnc(-c2ccccc2)o1 | 10 | -5 | 7 | 8 | -10 | -9 | -4 | 13 | 8 | 3 | -4
COc1ccc(CN2C(=O)CSCC2=O)cc1OC | -12 | -26 | -16 | 5 | -15 | -1 | 0 | -8 | 10 | -1 | 9
COCCCNC(=O)[C@H](Cc1c[nH]c2ccccc12)NC(=O)OCc1ccccc1 | 8 | 3 | -9 | 0 | -26 | 8 | 13 | . | 11 | 3 | 0

Screens as filed in PubChem BioAssay.

Some of the compounds tested, so the mix of outcomes need not match the whole.
